Screens deposited in PubChem by National Center for Advancing Translational Sciences (NCATS).
KB-3-1 cytotox – kills parental KB-3-1 adenocarcinoma cells | KB-3-1 viability, CellTiter-Glo ATP luminescence, 72 h | Potency, µM (highest dose often 46.1 µM), for the others: at the top dose activity change, negative = cytotoxic, hits mostly cytotoxic | 400,000 compounds, 1.4% hits; note: potency is the fitted concentration of half-maximal effect; % is set by controls: 0 for no effect and ±100 for the full control effect; nearly all actives have a fitted effect of over 60% in size
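Viability of parental KB-3-1 cells, measured by CellTiter-Glo luminescence, followed a 72 h incubation at 37 °C with pinned compounds in phenol-red-free DMEM containing 10% FBS.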
KB-V1 cytotox – kills drug-selected multidrug resistant KB-V1 cells; KB-V1 MDR cells viability, CellTiter-Glo, 72 h; Potency, µM (titrated, usually from 46.1 µM), without a hit: at the highest dose activity change, negative = cytotoxicity, actives largely listed as cytotoxic; 400,000 compounds, 3.4% hits; AID 1347076; note: potency is the fitted concentration of half-maximal effect; % is set by controls: 0 for no effect and ±100 for the full control effect; nearly all actives have a fitted effect of over 60% in size
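Readout: CellTiter-Glo luminescence, 10 min after addition. Cells: KB-V1 MDR subline, 72 h at 37 degrees C with compound. Analysis: corrected, normalized data fitted to concentration-effect curves.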
IL1B secr inh – inhibitors of inflammasome signaling (IL-1 beta secretion). THP-1 LPS/ATP IL-1B secretion, AlphaLISA, 16 h; active compounds read low. activity change, % at 57.5 µM. 360,000 compounds, 4.7% hits; in the data active = activity change below about -50%; inconclusive = mostly about -30% to -49%; note: % is set by controls: 0 for no effect and ±100 for the full control effect
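Secreted IL-1B measured by AlphaLISA bead assay after 16 h compound exposure of THP-1 cells; compounds (final up to 57.5 uM) added 1 h before LPS (250 ng/mL) and ATP (1.25 mM) stimulation; lower signal means less secretion.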
DRD3 antagonist – D3 dopamine receptor (human) antagonism; max response, negative = inhibition, %; P35462; 360,000 compounds, 2.5% hits; D3R cells, DiscoveRx beta-arrestin luminescence, antagonist mode; active compounds read low; in the data active = max response below about -50%; inconclusive = no clear call, values can overlap the other calls; note: % is set by controls: 0 for no effect and ±100 for the full control effect; mostly tested at two doses, the higher about 12 µM
Target sequence (P35462 whole entry, looked up): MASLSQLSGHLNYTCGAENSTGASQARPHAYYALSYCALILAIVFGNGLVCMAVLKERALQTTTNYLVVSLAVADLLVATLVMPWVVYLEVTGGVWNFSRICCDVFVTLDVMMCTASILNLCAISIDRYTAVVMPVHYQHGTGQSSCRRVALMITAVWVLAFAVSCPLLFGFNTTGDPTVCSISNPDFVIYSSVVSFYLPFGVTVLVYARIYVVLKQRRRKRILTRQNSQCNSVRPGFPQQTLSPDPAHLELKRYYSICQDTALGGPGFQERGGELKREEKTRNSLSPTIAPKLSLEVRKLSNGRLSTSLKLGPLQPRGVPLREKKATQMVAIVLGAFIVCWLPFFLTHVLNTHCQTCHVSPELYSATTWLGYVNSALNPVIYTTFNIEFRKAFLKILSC
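Cells expressing the human receptor were seeded at 1500 cells/well, incubated overnight at 37 degrees C in 5% CO2, then exposed to library compounds with dopamine controls for 90 minutes at 37 degrees C before luminescent detection.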
HT1080 IDH1KD tx – HT-1080 IDH1 knockdown cell toxicity (counter line). HT-1080 IDH1 knockdown viability, ATP luminescence, 48 h. Potency, µM (series often up to 46.1 µM), for inactives: top-dose activity, negative = toxicity, most hits filed as cytotoxic. 360,000 compounds, 2% hits;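 note: potency is the fitted concentration of half-maximal effect; 0% = DMSO wells and -100% = cell-free medium wells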
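Cytotoxicity counter-line: IDH1KD HT-1080, 48 h, CellTiter-Glo. Curves classed by r2, magnitude and activity.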
HT1080-NT tox – kills 2HG-producing HT-1080-NT fibrosarcoma cells; Potency, µM (highest dose often 46.1 µM), inactives show at the highest dose activity, negative = less viability, most hits filed as cytotoxic; HT-1080-NT fibrosarcoma viability, CellTiter-Glo ATP luminescence, 48 h; AID 686970; 360,000 compounds, 1.6% hits;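 note: NT is the 2HG producing partner of a matched IDH1 knockdown line; potency is the fitted concentration of half-maximal effect; 0% = DMSO-treated cells and -100% = media-only wells without cells; nearly all actives have a fitted effect of over 55% in size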
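Fibrosarcoma NT cells, 750 per well in 5% FBS RPMI, were exposed to compound for 48 hours. Viability: CellTiter-Glo luminescence.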
SW480 rerep – induces DNA re-replication in SW480 colon adenocarcinoma cells. SW480 DNA re-replication, Hoechst DNA content imaging, 48 h. Potency, µM (highest dose often 46.1 µM), for inactives: at the highest dose re-replication activation, hits mostly activators. 340,000 compounds, 1.8% hits. AID 624297; note: potency is the fitted concentration of half-maximal effect; % of control where 0% means no effect; nearly all actives have a fitted effect of over 55% in size
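Readout is total intensity of Hoechst-stained nuclei, excited at 405 nm and collected at 500-530 nm. Compound treatment lasted 48 hr at 37 C in 5% CO2 before staining.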
GLP1R ag – agonists of human GLP-1 receptor; P43220; HEK293 GLP-1R CRE-luciferase, luminescence, 4-6 h; cells express a hypersensitive GLP-1R form; Potency, µM (highest dose often 45.6 µM), without a hit: at the top dose activation, usual class: activators; 380,000 compounds, 0.007% hits; AID 624172; note: potency is the fitted concentration of half-maximal effect; % of control where 0% means no effect
Target sequence (P43220 whole entry, looked up): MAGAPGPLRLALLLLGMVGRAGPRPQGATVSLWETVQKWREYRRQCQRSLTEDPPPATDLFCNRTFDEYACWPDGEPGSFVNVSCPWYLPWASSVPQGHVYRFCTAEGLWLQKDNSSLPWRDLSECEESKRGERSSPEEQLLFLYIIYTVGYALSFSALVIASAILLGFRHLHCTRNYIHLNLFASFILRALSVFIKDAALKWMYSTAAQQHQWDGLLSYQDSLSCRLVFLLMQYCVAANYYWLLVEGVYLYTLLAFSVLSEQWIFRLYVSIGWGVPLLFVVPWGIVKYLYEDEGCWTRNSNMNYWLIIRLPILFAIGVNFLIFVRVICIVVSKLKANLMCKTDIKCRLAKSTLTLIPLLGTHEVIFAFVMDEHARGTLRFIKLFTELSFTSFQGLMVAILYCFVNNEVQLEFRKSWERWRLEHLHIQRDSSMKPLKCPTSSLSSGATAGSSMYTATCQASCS
DRD3 agonist – D3 dopamine receptor (human) agonism. P35462. D3R DiscoveRx beta-arrestin cells, luminescence, 90 min. max activation, %. 410,000 compounds, 0.58% hits. AID 652048; in the data active = max activation above about 30%; note: 0% is about no effect; mostly tested at two doses, the higher about 12 µM
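Cells at 1500/well, incubated overnight, then treated with pinned compounds (dopamine as control) for 90 min at 37 degrees C. DiscoveRx reagent added for 30 - 60 minutes at room temperature; luminescence read.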
The depositor's hits bear a star; u = inconclusive; x = no result given; [ ] = remark or other dose. Unless noted, calls come from the whole dose curve; as a rule, active = well fitted curve in the direction sought with a large enough effect; inconclusive = small, poorly fitted or top-dose-only effect, or another doubt; inactive = no such curve, though single readings can be large; an effect the other way counts as inactive or inconclusive.

SMILES	KB-3-1 cytotox	KB-V1 cytotox	IL1B secr inh	DRD3 antagonist	HT1080 IDH1KD tx	HT1080-NT tox	SW480 rerep	GLP1R ag	DRD3 agonist
CC1Cc2ccccc2N1C(=O)CN(C)CC(=O)Nc1ccc(F)cc1 (stereo not drawn)	x	x	5	-5	-1%	0%	19%	14%	-1
CCCCNC(=O)NC(C(=O)OC)C12CC3CC(CC(C3)C1)C2 (stereo not drawn)	4%	0%	-5	-57*	-2%	3%	-4%	-3%	-6
c1ccc2oc(SCc3cn4ccccc4n3)nc2c1	-6%	u	-22	-9	u	u	5%	3%	2
NC(=O)c1ccccc1NC(=O)C1CCCO1 (stereo not drawn)	9%	u	1	11	5%	14%	-1%	-5%	12
Cc1ccc(CN2CCN(C/C=C/c3ccc(F)cc3)CC2CCO)o1 (stereo not drawn)	0%	-17%	-14	-93*	1%	11%	10%	7%	-14
Nc1nc(SCC(=O)Nc2ccccc2)nc2nc3c(cc12)CCCC3	0%	-9%	-52*	16	u	u	11%	23%	0
COc1ccc(OC)c(/C(O)=C/C(=O)C(=O)Nc2ccccc2OC)c1	8%	9.2µM*	21	-67*	1%	4%	-15%	-13%	8
CN(C(=S)NC(=O)c1ccccc1)c1c(N)n(Cc2ccccc2)c(=O)[nH]c1=O	-1%	3%	7	7	6%	9%	-2%	1%	-8
COc1ccc(CCNC(=O)CSc2nc(N)c3c(C)c(C)oc3n2)cc1OC	-1%	0%	-2	-11	-2%	3%	3%	8%	0
O=C(COC(=O)CCc1ccc(S(=O)(=O)N2CCOCC2)cc1)NCc1ccccc1	21%	29%	11	5	11%	10%	-3%	11%	19
CCc1cc(C(=O)Nc2cc(S(=O)(=O)N3CCCCC3)ccc2N2CCN(C)CC2)sc1C	23µM*	-25%	-70*	-2	u	u	x	-2%	-3
CN(CC(=O)Nc1ccc(F)cc1)C(=O)COC(=O)c1ccccc1	22%	1%	6	0	10%	11%	0%	-7%	-1
CCOC(=O)CC(NC(=O)c1ccccc1F)c1ccc(C)cc1 (stereo not drawn)	17%	u	12	-15	13%	13%	-1%	7%	-1
O=C(Nc1cccc2ccccc12)N1CCN(Cc2ccc3c(c2)OCO3)CC1	5%	16µM*	-1	-18	-18%	1%	0%	-2%	-27
Cc1c(C(O)CN2CCC(C(N)=O)CC2)c2ccccc2n1C (stereo not drawn)	3%	0%	17	10	-1%	-4%	-2%	-1%	-8
O=C(O)CCc1ccc(S(=O)(=O)Nc2cc(C(F)(F)F)ccc2N2CCCC2)cc1	2%	3%	18	13	0%	4%	-6%	-3%	2
CCOc1ccc(Cl)cc1-c1cc(C(=O)NC2CCCCC2)[nH]n1	0%	0%	-10	-16	0%	u	x	-8%	-9
Cc1ccc(-c2nc3ccccc3s2)cc1NC(=O)c1cc(-n2cnnc2)ccc1Cl	0%	12%	26	4	8%	-8%	2%	24%	11
COc1ccc(NC(=O)N(C)[C@H]2C[C@H]3c4[nH]c5ccc(-c6ccc(OC)cc6)cc5c4CCN3C[C@H]2[C@H](C)O)cc1	21µM*	u	u	-8	16µM*	23µM*	x	-3%	-1
CC1Cc2ccccc2N1S(=O)(=O)c1cccc(C(=O)Nc2cccnc2)c1 (stereo not drawn)	-6%	-5%	u	10	u	u	-5%	18%	7

The closing three entries of the part above open the next one.
SMILES	KB-3-1 cytotox	KB-V1 cytotox	IL1B secr inh	DRD3 antagonist	HT1080 IDH1KD tx	HT1080-NT tox	SW480 rerep	GLP1R ag	DRD3 agonist
Cc1ccc(-c2nc3ccccc3s2)cc1NC(=O)c1cc(-n2cnnc2)ccc1Cl	0%	12%	26	4	8%	-8%	2%	24%	11
COc1ccc(NC(=O)N(C)[C@H]2C[C@H]3c4[nH]c5ccc(-c6ccc(OC)cc6)cc5c4CCN3C[C@H]2[C@H](C)O)cc1	21µM*	u	u	-8	16µM*	23µM*	x	-3%	-1
CC1Cc2ccccc2N1S(=O)(=O)c1cccc(C(=O)Nc2cccnc2)c1 (stereo not drawn)	-6%	-5%	u	10	u	u	-5%	18%	7
CC(C)(C)NC(=O)C1CCN(C(=O)c2ccco2)CC1	5%	13%	3	1	7%	7%	-10%	8%	4
Cn1c(CSCc2ccc(Cl)c(Cl)c2)nnc1SCC(=O)Nc1nccs1	-14%	-3%	-9	109	-19%	-9%	5%	-13%	-1
O=C(CCN1C(=O)C2C3C=CC(C3)C2C1=O)NC1CCCCC1 (stereo not drawn)	11%	8%	1	-2	1%	-3%	-14%	-2%	-1
Nc1ccnn1Cc1ccncc1	2%	11%	8	6	5%	9%	-62%[inhibitor]	4%	-2
COC(=O)c1cccc(NC2CC(=O)N(c3ccc(OC)c(OC)c3)C2=O)c1 (stereo not drawn)	2%	-8%	10	-24	1%	-2%	-3%	-7%	-3
C=CCOC(=O)C1=C[C@H](C2CCCCC2)[C@@H](CCCO)[C@H](OCC)O1	-3%	u	17	29	3%	2%	0%	12%	11
CC1(C)CC(=O)C(C2=NC(C)(C)Cc3ccccc32)=C(O)C1	0%	u	15	10	3%	4%	-4%	0%	3
COc1ccc(NC(=S)N2CCN(c3ccccn3)CC2)cc1OC	-1%	-21%	5	-2	8%	0%	u	-4%	5
CCCn1c(SCC(=O)Nc2cccc(C)n2)nnc1C(C)C	-1%	-7%	-9	-13	u	25%	-2%	3%	-6
Cn1c(-c2ccccc2)nc2cnccc21	3%	-2%	15	2	11%	9%	-1%	3%	4
COCc1ccc(C(=O)N2CCCC(N(C)CCc3ccc(OC)c(OC)c3)C2)s1 (stereo not drawn)	0%	-27%	6	-5	1%	1%	-3%	-1%	-2
CC(C)CCNC(=O)CCn1nc(-c2ccc(Cl)cc2)ccc1=O	1%	-4%	-22	4	14%	9%	4%	2%	2
COC(=O)c1ccc2nc(-c3ccc(C#N)cc3)c(Cc3cccc(Cl)c3)n2c1	-1%	u	0	-18	-11%	-4%	x	-5%	5
CCCCOc1cccc(C(=O)Nc2ccc(S(=O)(=O)Nc3cc(C)on3)cc2)c1	16%	-23%	19	7	-15%	-29%	-12%	13%	4
CN(c1ccc(-c2csc(NC(=O)CCCc3nc4ccccc4c(=O)[nH]3)n2)cc1)S(C)(=O)=O	-29%	-3%	26	67	-12%	-3%	x	-3%	1
O=C(CCCc1nc2ccccc2s1)N1CCN(S(=O)(=O)c2cccs2)CC1	-11%	23µM*	38	11	-3%	0%	7%	5%	1
COc1ccccc1-c1nnc2sc(COc3ccc(Cl)cc3Cl)nn12	u	18µM*	-76*	-23	-2%	-7%	5%	6%	-2
O=C(c1cccc(Br)c1)c1conc1C(=O)c1ccco1	0%	u	-7	4	0%	3%	3%	4%	1
COC(=O)c1ccc(CSc2nc3ccccc3s2)o1	1%	-6%	40	4	-2%	10%	-1%	29%	9
O=C(CSc1nnnn1-c1ccccc1)Nc1nsc(-c2ccccc2)n1	0%	u	-8	-19	u	-25%	-3%	-3%	-1
COc1ccc(S(=O)(=O)N(C)c2ccc(C(=O)NCCC(C)C)cc2)cc1	-8%	-16%	8	u	-12%	-46%	1%	5%	-16
C/C(=N\OC(=O)c1ccc(Cl)c(Cl)c1)c1sc(C)nc1C	16%	6%	0	1	19%	12%	0%	-5%	2
O=C1COc2ccc(-c3cc(-c4ccc(F)cc4)c4c(n3)-c3cc(Cl)ccc3OC4)cc2N1	-1%	16%	x	x	x	x	x	-2%	-9
COc1ccccc1C(=O)N/C(=C\c1ccc(Br)cc1)C(=O)N1CCCC1	-1%	u	-27	-19	-16%	-21%	-4%	28%	-10
CC(=O)c1ccc(S(=O)(=O)Nc2ccc(C(=O)N(C)CC(=O)Nc3cccc(C)c3C)cc2)cc1	24%	0%	11	-15	-1%	-3%	u	-6%	-10
CCN1C(=O)C(O)(CC(=O)c2ccc3c(c2)OCCO3)c2ccccc21 (stereo not drawn)	-4%	6%	-4	35	3%	3%	0%	-7%	3
COc1cc(CN(C)Cc2nc3cc(C(F)(F)F)ccc3c(=O)[nH]2)ccc1OC(F)F	0%	u	31	12	1%	-3%	u	9%	3
CCOC(=O)C1=C(CN2CCN(C(=O)OCC)CC2)NC(=O)NC1c1ccc2c(c1)OCO2 (stereo not drawn)	-12%	u	72	4	-20%	7%	-13%	7%	4
Nc1nc(NCCOCCO)nc(NCC2CCCO2)c1[N+](=O)[O-] (stereo not drawn)	12%	0%	12	7	0%	0%	5%	2%	3
COc1ccc(-c2cc(C(F)(F)F)nc(N3CCOCC3)n2)cc1OC	-8%	u	-19	5	2%	1%	12%	35%	2
CC(=O)NC(CC(=O)c1ccc([N+](=O)[O-])cc1)C(Cl)(Cl)Cl (stereo not drawn)	5%	-13%	24	11	2%	5%	0%	0%	3
COc1cccc(OC)c1OCCNCC1COc2ccccc2O1 (stereo not drawn)	0%	u	-9	-94*	u	-9%	u	-2%	-84
CCCc1nnc(SCC(=O)N2CCCC2)n1CC1CCCO1 (stereo not drawn)	-4%	3%	7	18	5%	15%	-2%	-3%	2
O=C(CC1Nc2ccccc2NC1=O)NCc1cccnc1 (stereo not drawn)	9%	1%	26	15	15%	10%	-10%	-15%	2
CCN(C(=O)CSc1nc2ccc(O)cc2c(=O)n1-c1ccc(OC)c(OC)c1)C1CCS(=O)(=O)C1 (stereo not drawn)	9%	21%	29	6	1%	0%	64%	7%	-1
COc1ccc(CCNS(=O)(=O)c2ccc3c(c2)CCN3C(=O)CCC(=O)O)cc1OC	8%	-3%	26	-11	-5%	-4%	-13%	7%	-4

Taken from above:
In DRD3 antagonist, `C/C(=N\OC(=O)c1ccc(Cl)c(Cl)c1)c1sc(C)nc1C` is entered as 1
In GLP1R ag, `O=C(CC1Nc2ccccc2NC1=O)NCc1cccnc1` (stereo not drawn) is entered as -15%
In KB-V1 cytotox, `Nc1nc(NCCOCCO)nc(NCC2CCCO2)c1[N+](=O)[O-]` (stereo not drawn) is entered as 0%
